# High-throughput results as filed in PubChem BioAssay.
# TDP1 block = qHTS Assay for Inhibitors of Tyrosyl-DNA Phosphodiesterase (TDP1); Tyrosyl-DNA phosphodiesterase 1 (Homo sapiens), Q9NUW8; recombinant TDP1, AlphaScreen DNA substrate cleavage; Potency, µM (highest dose often 130 µM), for the others: at the highest dose activity change, negative = inhibition, usual class: inhibitors; hit rate 0.28% among 350,000; note: nearly all actives have a fitted effect of over 40% in size
# Target sequence (Q9NUW8 whole entry, looked up): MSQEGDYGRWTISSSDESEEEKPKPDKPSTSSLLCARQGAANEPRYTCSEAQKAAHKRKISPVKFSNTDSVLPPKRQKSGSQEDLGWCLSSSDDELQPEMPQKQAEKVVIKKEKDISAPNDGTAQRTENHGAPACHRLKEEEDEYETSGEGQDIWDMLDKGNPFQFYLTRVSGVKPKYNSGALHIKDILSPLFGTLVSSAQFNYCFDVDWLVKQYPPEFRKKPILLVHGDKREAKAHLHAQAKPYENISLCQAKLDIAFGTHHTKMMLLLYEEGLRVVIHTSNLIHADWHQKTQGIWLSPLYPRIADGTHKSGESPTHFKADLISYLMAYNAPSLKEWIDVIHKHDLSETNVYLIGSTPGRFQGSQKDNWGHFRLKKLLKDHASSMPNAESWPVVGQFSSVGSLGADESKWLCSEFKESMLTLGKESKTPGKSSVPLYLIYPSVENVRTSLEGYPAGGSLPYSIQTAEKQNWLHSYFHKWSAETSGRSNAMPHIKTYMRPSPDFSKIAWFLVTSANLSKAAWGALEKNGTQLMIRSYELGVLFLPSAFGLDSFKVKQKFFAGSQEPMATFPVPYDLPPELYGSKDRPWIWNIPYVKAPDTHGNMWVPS
#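 Compounds were preincubated with Tdp1 (1 nM final) for 15 min at room temperature before substrate (15 nM final) started a 5 min reaction; beads (10 ug/ml final) were then added for 10 min before AlphaScreen detection.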
# DT40 TDP1 no CPT = qHTS for Inhibitors of human tyrosyl-DNA phosphodiesterase 1 (TDP1): qHTS in cells in absence of CPT | DT40 Tdp1-/- hTDP1 cells, no CPT, ATP luminescence, 48 h | Potency, µM (doses to about 46.2 µM), inactives show top-dose activity change, negative = growth inhibition, usual class: inhibitors | hit rate 15% among 420,000 | AID 686978, 2013; note: nearly all actives have a fitted effect of over 55% in size
#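 Growth kinetics read by CellTiter-Glo luminescence after ≥48 hr at 37 °C. Cells: DT40 Tdp1-/- stably carrying human TDP1, 400 per well, compound exposure in the absence of CPT (DMSO vehicle).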
# TDP1 cell CPT = qHTS for Inhibitors of human tyrosyl-DNA phosphodiesterase 1 (TDP1): qHTS in cells in presence of CPT. Potency, µM (series often up to 46.2 µM), without a hit: at the top dose activity change, negative = growth inhibition, usual class: inhibitors. hit rate 12% among 420,000. chicken DT40 Tdp1-/-;hTDP1 cells + 20 nM CPT, ATP luminescence, 48 h; note: nearly all actives have a fitted effect of over 55% in size
#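 Chicken DT40 Tdp1-/- cells complemented with human TDP1, 400 cells/well, exposed to compounds plus 20 nM camptothecin for at least 48 h at 37 C; viability read as ATP content by CellTiter-Glo luminescence.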
# The depositor's hits bear a star; ? = inconclusive; . = no result given; & = joins results of further samples; [ ] = another dose, or the depositor's remark. Calls come from the whole dose curve; as a rule, active = well fitted curve in the direction sought with a large enough effect; inconclusive = small, poorly fitted or top-dose-only effect, or another doubt; inactive = no such curve, though single readings can be large; an effect the other way counts as inactive or inconclusive. % is set by controls: 0 for no effect and ±100 for the full control effect; potency is the fitted concentration of half-maximal effect. This is a random part of the collection (roughly 18% active in at least one column).
SMILES,TDP1 block,DT40 TDP1 no CPT,TDP1 cell CPT
COc1ccc(NC(=O)CSc2ccc3nnc(-c4cccnc4)n3n2)c(OC)c1,2%,-17%,1%
COc1cccc(NC(=O)C2CCN(S(=O)(=O)c3ccc(N4CCCC4=O)cc3)CC2)c1,.,?,15µM*
CN1CCC(N2CCN(C3CN(Cc4cn(Cc5ccc(C(F)(F)F)cc5)nn4)S(=O)(=O)C3)CC2)CC1 (centres undefined),.,-24%,?
COc1ccc(Cn2c(=O)[nH]c3cc(C(=O)NCc4ccc5c(c4)OCO5)ccc3c2=O)cc1,.,-29%,-26%
COc1ccc(NC(=O)CSc2nnc(NC(=O)NC3CCCCC3)s2)cc1OC,-3%,?,?
COc1ccc2[nH]c3c(c2c1)CCN1C(=O)C(CC(=O)NCCc2ccccn2)C[C@H](C(=O)N2CCOCC2)[C@@]31C (some centres undefined),0%[56.1 µM],-1%,-1%
N#CCCN(C(=O)COC(=O)c1ccc(S(=O)(=O)Nc2ccccc2)cc1)c1ccccc1,3%,-27%,-2%
Cc1cccc(N2CCN(C(=O)CCc3nc4ccccc4[nH]3)CC2C)c1 (centres undefined),8%,?,?
C[C@@H]1CN([C@H](C)CO)C(=O)CCCn2nncc2CO[C@@H]1CN(C)S(=O)(=O)c1ccccc1,.,-18%,-8%
CC(C)N1CCN(Cc2nc3ccccc3s2)CC1CCO (centres undefined),4%,2%,11%
CSC[C@H]1CN(CCc2ccccc2)C(=O)[C@@H]1CC(=O)Nc1ccccc1,.,-28%,-2%
Cc1ccc(-c2nc(N)n(C(=O)c3ccco3)n2)cc1,3%,-5%,-8%
COc1cc(/C=C2\SC(=S)N(NS(=O)(=O)c3ccc(C)cc3)C2=O)ccc1O,5%,20%,-4%
CCN(C(=O)c1cc([N+](=O)[O-])ccc1NCc1cccnc1)c1ccccc1,.,?,-12%
CC(C)c1nnc(N2C(=O)c3oc4ccccc4c(=O)c3C2c2ccccc2F)s1 (centres undefined),0%,-27%,?
CC1=C(C(N)=O)C(c2cccs2)n2nc(-c3cccc(Cl)c3)nc2N1 (centres undefined),2%,-23%,-15%
CCOc1ccc(NC(=S)Nc2cc(C)[nH]n2)cc1,-5%,-7%,-18%
CN(C(=O)c1ccncc1)c1nnc(-c2ccccn2)s1,0%,-20%,-16%
CC1CN(C(=O)c2cccc(S(=O)(=O)Nc3ccccc3Cl)c2)CC(C)O1 (centres undefined),6%,4%,2%
CN(C(=O)c1cccc(NC(=O)Cc2ccc([N+](=O)[O-])cc2)c1)C1CCC1,2%,?,?
C#CCN(C[C@H]1[C@H](OC(=O)NC2CC2)[C@H](OC(=O)NC2CC2)C[C@H]2C(=O)N(c3ccccc3)C(=O)[C@@H]12)S(=O)(=O)c1ccc(C)cc1,.,-12%,-14%
O=C(CNC(=O)c1ccccc1)NCCO,6%,0%,26%
COC(=O)CNC(=O)COC(=O)C(Cc1ccccc1)NC(=O)c1ccco1 (centres undefined),4%,1%,2%
Cc1cnc(C(=O)OCC(=O)NCCc2ccccc2)cn1,0%,0%,-4%
CCN(C(=O)c1sc(N)c(C#N)c1C)C1CCCCC1,1%,-28%,-25%
Cc1cc(C)cc(NC(=O)CSc2nc3ccccc3nc2N2CCCCC2)c1,.,?,?
Cc1ccc(C(=O)NCCN2CCN(C(=O)c3ccc(C)c(C)c3)CC2)cc1C,7%,?,-28%
Cc1cc(C)cc(NC(=O)c2ccc(NC3=NC4CS(=O)(=O)CC4S3)cc2)c1 (centres undefined),.,?,8%
N#Cc1cnc(SCC(=O)c2ccccc2)nc1N,3%,?,-26%
CCN(C(=O)COC(=O)CNC(=O)c1ccc(C)cc1)c1c(N)n(Cc2ccccc2)c(=O)[nH]c1=O,0%,17%,-5%
CC1(C)OC(c2ccccc2)=C/C(=C/C=Nc2ccccc2)O1,8%,?,23µM*
N#CCSc1nnc(COc2ccc3ccccc3c2)o1,0%,?,-23%
COCC(=O)NNS(=O)(=O)c1ccccc1[N+](=O)[O-],0%,-14%,0%
COc1cccc2sc(Nc3nc4ccc(NC(C)=O)cc4s3)nc12,4%,?,?
COc1ccc(-c2cn[nH]c2N)c(OC)c1,6%,?,?
COc1ccc(Cl)c(-c2cc(C(=O)Nc3ccc(F)cc3)[nH]n2)c1,.,23µM*,15µM*
O=C(COc1ccc(S(=O)(=O)N2CCOCC2)cc1)NCc1ccccn1,2%,-6%,-11%
CC(=O)c1nn(-c2ccccc2)cc1C(=O)c1ccc(Br)cc1,3%,-21%,-10%
CN1/C(=C/C(=S)NC(=O)C2CCC2)C(C)(C)c2ccccc21,7%,18µM*,16µM*
COc1cccc(-c2nc(-c3ccccc3)[nH]c(=O)c2C#N)c1,7%,?,?
O=C(Nc1ccc(F)c(Cl)c1)Nc1nnc([C@@H]2O[C@H](CO)[C@@H](O)[C@H]2O)s1,.,-21%,?
COc1ccc(N2CCN(C(=O)c3cc(C)oc3C)CC2)cc1,6%,-14%,-13%
Cn1c(CCc2ccc(N)cc2)nc2ccccc21,4%,?,?
CCCSc1nnc(Sc2nnnn2-c2ccccc2)s1,5%,2.9µM*,4.6µM*
Cc1cc(Cl)c(OCCCNCc2ccccc2)c(Br)c1,2%,18µM*,?
Cc1csc[n+]1CC(=O)c1ccc(I)cc1,.,?,16µM*
CS(=O)(=O)c1ccc(Cl)c(NC(=O)C2CC(=O)N(Cc3ccccc3)C2)c1 (centres undefined),-1%,-18%,-7%
Cc1ccc(CNC(=O)CSc2nc3n[nH]c(C)c3c(=N)n2-c2cccc(C)c2)cc1,5%&7%,9.2µM*,13µM*
Cn1c(=O)c(-c2cccs2)nc2cnc(N3CCOCC3)nc21,.,27%,9%
Cc1ccc(/C=N/NC(=O)CCCOc2ccc(Cl)cc2Cl)cc1,8%,10µM*,8.2µM*
CC(C)Oc1cccc(C(=O)C2CCCN(Cc3cccn3-c3cccnc3)C2)c1 (centres undefined),8%,13µM*,?
CN1CCN(c2ccc(CNS(=O)(=O)Cc3cccc(C(F)(F)F)c3)cc2)CC1,5%,3.7µM*,6.5µM*
C=C1CCC[C@]2(C)C[C@H]3OC(=O)C(CN(Cc4ccc(OC)c(OC)c4)CC(C)O)[C@H]3CC12 (some centres undefined),.,18µM*,?
Clc1ccc(CNCCCSc2ncccn2)cc1,.,?,-82%
CCN(CC)C(=O)[C@H]1CC(CC(=O)NCc2ccco2)C(=O)N2CCc3c([nH]c4ccc(OC)cc34)[C@]12C (some centres undefined),0%[56.1 µM],-25%,-15%
CCCC(=O)C1=C(O)C(C(=O)OC)C(C)(C)CC1=NCc1ccccc1 (centres undefined),3%,-23%,-15%
O=C1CCC(C(=O)Nc2cccc(Oc3ccccc3)c2)=NN1,6%,4%,?
Cc1ccc(NC(=O)c2cc(S(=O)(=O)NCCc3ccc(Cl)cc3)ccc2F)cc1,8%,13µM*,?
CC(NC(=S)Nc1ccc(OC(F)F)cc1)c1ccc(F)cc1 (centres undefined),0%,16µM*,15µM*
Cc1cc(C)c2cc(C#N)c(SCC(=O)Nc3cc(C)on3)nc2c1,.,?,?

# Taken from above.
# O=C1CCC(C(=O)Nc2cccc(Oc3ccccc3)c2)=NN1 in TDP1 block = 6%
# CCN(C(=O)c1sc(N)c(C#N)c1C)C1CCCCC1 in TDP1 block = 1%
# Cc1ccc(CNC(=O)CSc2nc3n[nH]c(C)c3c(=N)n2-c2cccc(C)c2)cc1 in TDP1 cell CPT = 13µM*
# O=C(COc1ccc(S(=O)(=O)N2CCOCC2)cc1)NCc1ccccn1 in DT40 TDP1 no CPT = -6%

# Only TDP1 cell CPT (3 entries from above):
Molecule | TDP1 cell CPT
Cn1c(=O)c(-c2cccs2)nc2cnc(N3CCOCC3)nc21 | 9%
Cc1ccc(/C=N/NC(=O)CCCOc2ccc(Cl)cc2Cl)cc1 | 8.2µM*
CC(C)Oc1cccc(C(=O)C2CCCN(Cc3cccn3-c3cccnc3)C2)c1 (centres undefined) | ?

# The list continues:
SMILES,TDP1 block,DT40 TDP1 no CPT,TDP1 cell CPT
COCCn1c(SCC(=O)Nc2nnc(C)s2)nnc1-c1cc2ccccc2cc1O,-7%,-8%,-20%
Cc1ccc(NC(=O)c2cccc3c2-c2ccccc2C3=O)cc1C,4%,?,?
Cc1ccccc1N1Cc2ccccc2C1,-8%,-27%,?
O=S(=O)(c1ccc(Cl)cc1)N1CCN(Cc2cccnc2)CC1,.,?,-21%
CCOC(=O)c1cc(OC(=O)c2ccccc2OC)n(-c2ccccc2)n1,1%,-8%,-18%
Cc1ccccc1NC1=NC2(CCCC2)N=C(N)N1,8%,6%,-14%
OCC(O)C(O)[C@H](O[C@H]1OC(CO)C(O)C(O)C1O)[C@H](O)CO (some centres undefined),4%,3%,-3%
CCOC(=O)c1ccc(-c2ccc(/C=C(\C#N)c3nc4ccc(C)cc4[nH]3)o2)cc1,-1%[12.3 µM],2.6µM*,23µM*
Cc1cc(/C(=N/O)C(C)(C)NO)ccc1Cl,-3%,?,?
CCN1N=C(c2cc(Cl)sc2Cl)CSC1=O,.,?,-5%
CC(C)(C)OC(=O)N1CCCC(C(=O)Nc2cccc(C(=O)NCCCCc3ccccc3)c2)C1 (centres undefined),.,?,?
O=C(NCc1ccc2c(c1)OCO2)c1cccc(S(=O)(=O)N2CCOCC2)c1,2%,-21%,3%

# An excerpt from above in order of heavy-atom count, falling:
SMILES,TDP1 block,DT40 TDP1 no CPT,TDP1 cell CPT
COCCn1c(SCC(=O)Nc2nnc(C)s2)nnc1-c1cc2ccccc2cc1O,-7%,-8%,-20%
CCOC(=O)c1ccc(-c2ccc(/C=C(\C#N)c3nc4ccc(C)cc4[nH]3)o2)cc1,-1%[12.3 µM],2.6µM*,23µM*
CCOC(=O)c1cc(OC(=O)c2ccccc2OC)n(-c2ccccc2)n1,1%,-8%,-18%
Cc1ccccc1N1Cc2ccccc2C1,-8%,-27%,?

# Carrying on.
SMILES,TDP1 block,DT40 TDP1 no CPT,TDP1 cell CPT
O=C(Oc1ccc(N(Cc2cccs2)C2=NS(=O)(=O)c3ccccc32)cc1)c1ccccc1F,-2%,-37%,-43%
C[C@@H]1CCC[C@]2(O[C@H](CCO)C[C@@H](O)[C@@H]2O)O1,.,3%,-5%
Cc1cccc(N2CCN(CC(=O)Nc3ccccc3[N+](=O)[O-])CC2)c1C,10%,?,-27%
CCSC(C)CC1C/C(=N/O)c2c(C)noc2C1 (centres undefined),5%,-5%,-15%
O=C(NN=Cc1ccc(F)cc1)C1CC1,.,2%,2%
N#Cc1ccccc1-c1ccc2ncnc(NC3CC3)c2c1,.,?,?
COc1ccc(Nc2ncnc3c2c(-c2ccccc2)cn3-c2ccc(C)c(Cl)c2)cc1OC,5%,-12%,-2%
O=C(Nc1cccc(S(=O)(=O)N2CCCCC2)c1)C1CC1,-14%,9%,-21%
CN1C(=O)C(O)(CC(=O)c2cccnc2)c2ccccc21 (centres undefined),5%[56.1 µM],10µM*,12µM*
CN(C)N=Nc1ccc(S(N)(=O)=O)cc1,-4%,-8%,-1%
Cc1ccc(Oc2cc(NN3CCCCC3)c([N+](=O)[O-])cc2[N+](=O)[O-])c(Cl)c1,.,?,?
Cc1[nH]c(=O)[nH]c(=O)c1NC(=O)c1sc2nc3c(C)cccc3cc2c1N,0%,?,0%
CCOC(=O)NC1(C(F)(F)F)C(=O)N(Cc2ccccn2)C2=C1C(=O)CC(C)(C)C2 (centres undefined),3%,1%,11%
CCOC(=O)c1ccc(NC(=O)Nc2ncccc2C)cc1,-1%,6%,-21%
COc1ccc2c(=O)c3c(=O)n(Cc4ccco4)c(-c4cc(OC)c(OC)c(OC)c4)nc3oc2c1,3%,?,?
O=C(O)c1cc(C(F)(F)F)nc2c(C(F)(F)F)cccc12,7%&5%,-15%,-17%
NC(=O)CCC(NC(=O)c1ccc(Cl)cc1)C(=O)NCCc1ccc2c(c1)OCCO2 (centres undefined),.,-7%,-13%
O=S1(=O)CC(O)C(NCc2cccnc2)C1 (centres undefined),7%,-6%,-13%
CCc1ccc(OCC(=O)Nc2ccc(S(=O)(=O)N3CCCC3)cc2)c(Br)c1,0%,?,?
CC(Oc1ccccc1)C(=O)Nc1ccc(C(=O)OCc2cc(=O)n3ccsc3n2)cc1 (centres undefined),4%,?,?
CC(C)(C)c1cc2nc(NCCOc3ccccc3)ccn2n1,.,?,?
COc1ccc(CCNC(=O)CCCn2c(=O)[nH]c3cc(OC)c(OC)cc3c2=O)cc1OC,-2%,-16%,-3%
O=C(C1=C(O)C(=O)N(CCN2CCOCC2)C1c1cccs1)c1cc2ccccc2o1 (centres undefined),.,11%,-2%
CCOC(=O)c1ccc(NC(=O)CN2CCc3ccccc3C2)cc1,1%,?,-15%
